RAM network inh: blocks the yeast RAM network; 190,000 compounds, 1.8% hits; inhibition, % at 50 µM; S. cerevisiae dse1pr::URA3 reporter, 5-FOA growth OD615, 2 d; analog-sensitive cbk1-as2 kinase mutant strain; AID 868;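 active = inhibition above a set limit, 3 SD over mean compound inhibition, cut at about 8.4% in these data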;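 also: 0% = DMSO-only wells with no growth and 100% = 10 µM 1-NA-PP1 full growth; inhibition rescues growth on 5-FOA so higher OD means more RAM inhibition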
Redox H2O2 prof: compounds producing H2O2 with reducing agent – biochemical, NIH compound library profiling, artefact control for MLSCN library redox annotation, primary screen | activation, % at 10 µM | DTT-dependent redox cycling H2O2, phenol red/HRP absorbance; 100% = 100 µM peroxide control, 0% = buffer | AID 878 | 200,000 compounds, 0.03% hits;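 active = activation of at least 50% relative to the plate's high and low controls in the primary single-dose screen; inactive = activation below 50%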;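 also: compound incubated with DTT at 0.8 mM final as the reducing agent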
Diaphorase act: counter-screen for diaphorase-based assays: diaphorase activators and chemical reducers. activation factor at 20 µM. Diaphorase/resazurin coupled assay, resorufin fluorescence, 16 min; stronger effect = higher value; 1 = vehicle wells, 0 = NADH-free wells. 190,000 compounds, 0.005% hits;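 active = diaphorase activity raised at least twofold by the compound at 20 µM; inactive = activation factor below 2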
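Assay system: Purified diaphorase enzyme from Clostridium kluyveri | Amount: Enzyme 0.07 U/mL final | Dosing: Compound 20 µM once, DMSO 1% | Timing: 16 min reaction at room temperature | Detection: Fluorescence, excitation 544 nm and emission 590 nm | Evaluation: Higher resorufin formation from activation or reduction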
Diaphorase inh: inhibits diaphorase or chemically oxidizes, flagging diaphorase assay artifacts; diaphorase resazurin-to-resorufin fluorescence, NADH, 16 min; bacterial (C. kluyveri) enzyme, not human; inhibition, % at 20 µM; 190,000 compounds, 0.69% hits; AID 1217;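 active = primary screen inhibition at 20 µM above a set limit, cut at about 50% in these data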;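 also: plate controls were DMSO with full reaction for no effect and wells lacking NADH for full effect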
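Detection: fluorescence of resorufin formed from resazurin, Ex 544/Em 590 nm; test system: Clostridium kluyveri diaphorase enzyme; amount: 0.14 U/mL diaphorase, enzyme working solution; times: 16-min room-temperature incubation before reading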
PMI act satM6P: activators of human phosphomannose isomerase at near-saturating mannose 6-phosphate | P34949 | coupled PMI enzyme assay, resazurin fluorescence, 20 min; stronger effect = higher value; 1 = untreated enzyme, 0 = substrate-free blank | activation factor at 20 µM | 190,000 compounds, 0.34% hits;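 active = activation factor of 2 or more at 20 µM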
Target sequence (P34949 whole entry, looked up): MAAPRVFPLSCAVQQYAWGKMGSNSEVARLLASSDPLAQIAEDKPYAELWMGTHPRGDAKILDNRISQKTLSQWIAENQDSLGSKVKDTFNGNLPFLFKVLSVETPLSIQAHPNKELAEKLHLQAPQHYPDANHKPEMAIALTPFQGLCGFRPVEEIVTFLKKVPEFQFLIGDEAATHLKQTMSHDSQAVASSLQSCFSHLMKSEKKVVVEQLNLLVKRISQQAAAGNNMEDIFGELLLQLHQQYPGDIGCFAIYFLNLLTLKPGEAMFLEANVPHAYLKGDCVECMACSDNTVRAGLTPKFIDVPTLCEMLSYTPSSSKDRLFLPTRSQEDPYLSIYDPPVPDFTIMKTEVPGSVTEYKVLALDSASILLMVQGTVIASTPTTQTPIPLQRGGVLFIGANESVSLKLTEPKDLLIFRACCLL
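Test system – human PMI in coupled enzyme assay · Timing – 20 min incubation at room temperature · Detection – Diaphorase-driven resazurin-to-resorufin fluorescence, excitation 544, emission 590 nm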
Lmaj promast: reduces viability of Leishmania major promastigotes. resazurin fluorescence viability. inhibition, % at 10 µM. 200,000 compounds, 9% hits. AID 1063;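 also: promastigotes grown with compound for 44 hours at 28 °C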
Hsp70 activator: transcriptional activators of Hsp70 | HeLa Hsp70 promoter luciferase reporter, luminescence; scaled: vehicle 0, proteasome-inhibitor control 100% | activation, % at 10 µM | 200,000 compounds, 0.04% hits;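 active = activation above the mean across all tested compounds plus 3 SD, cutoff set per campaign, cut at about 5.5% in these data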;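 also: 100% = MG132 at 30 µM as the positive control and 0% = DMSO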
G6PDH CS: inhibits Leuconostoc G6PDH, flagging false hits in G6PDH-based assays. AID 1020. inhibition, % at 5 µM. 200,000 compounds, 0.12% hits. Purified L. mesenteroides G6PDH, diaphorase/resazurin coupled fluorescence, 45 min
PMI activator: activators of human phosphomannose isomerase. activation factor at 20 µM. P34949. purified human PMI, coupled resazurin fluorescence, 20 min; stronger effect = higher value; 1 = vehicle control, 0 substrate-free wells. 190,000 compounds, 0.005% hits;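 active = activation factor of 2 or more at 20 µM, relative to plate controls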
S1P3 antag: blocks the human S1P3 receptor. CHO S1P3 NFAT-BLA reporter, FRET fluorescence, antagonist mode. inhibition, % at 4.98 µM. Q99500. 170,000 compounds, 0.27% hits;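 active = inhibition above the plate cutoff, the mean inhibition of test wells on that plate plus 3 SD, cut at about 28% in these data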;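 also: cells challenged with S1P at its EC80 of 0.8 µM; blue over green emission ratio from cleaved BLA substrate after 4 h stimulation; 0% = S1P-stimulated wells and 100% = unstimulated DMSO-only wells; some compounds past the cut are filed as inactive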
Target sequence (Q99500 whole entry, looked up): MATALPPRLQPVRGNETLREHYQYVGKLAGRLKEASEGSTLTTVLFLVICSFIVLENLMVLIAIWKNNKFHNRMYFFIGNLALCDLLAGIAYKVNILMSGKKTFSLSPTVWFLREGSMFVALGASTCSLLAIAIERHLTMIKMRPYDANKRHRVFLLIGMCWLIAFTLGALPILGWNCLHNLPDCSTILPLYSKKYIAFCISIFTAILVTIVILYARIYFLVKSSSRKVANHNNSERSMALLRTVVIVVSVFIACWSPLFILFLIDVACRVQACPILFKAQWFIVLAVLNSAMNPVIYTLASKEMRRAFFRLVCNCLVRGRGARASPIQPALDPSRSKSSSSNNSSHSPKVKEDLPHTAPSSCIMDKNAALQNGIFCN
TLR4 MyD88 comp: inhibitors of human TLR4-MyD88 binding; O00206+Q99836; HeLa CL3-4 TLR4/MyD88 BLA complementation, FRET ratio; inhibition, % at 8.4 µM; 200,000 compounds, 0.18% hits; in the data active = inhibition above about 25%;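 also: 0% = vehicle and 100% = reference inhibitor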
* = called active by the depositor. Rule as the data show it, unless noted: active = inhibition above about 50%; inactive = the rest.

`O=C(COC(=O)c1ccccc1)NCC1CCCO1` (stereo unspecified) gave RAM network inh -0.2, Redox H2O2 prof 2.0, Diaphorase act 1.1, Diaphorase inh -7, PMI act satM6P 1.1, Lmaj promast -11, Hsp70 activator -0.1, G6PDH CS 8, PMI activator 1, S1P3 antag -2 and TLR4 MyD88 comp -2.
`O=C(CSc1cc(Cl)ccc1Cl)NCC1CCCO1` (stereo unspecified) gave RAM network inh 0.9, Redox H2O2 prof -0.9, Diaphorase act 1, Diaphorase inh 4, PMI act satM6P 0.9, Lmaj promast -2, Hsp70 activator -0.5, G6PDH CS -11, PMI activator 0.9, S1P3 antag -8 and TLR4 MyD88 comp 11.
Screening CC(=O)c1ccc(N2CCN(c3ccc(S(=O)(=O)N4CCN(C)CC4)cn3)CC2)cc1 returned RAM network inh -0.1, Redox H2O2 prof -7.8, Diaphorase act 1, Diaphorase inh -2, PMI act satM6P 1, Lmaj promast 0, Hsp70 activator -0.2, G6PDH CS -1, PMI activator 1.1 and TLR4 MyD88 comp 5.
O=C(CN1CCCC1)Nc1ccc(NC(=O)Nc2ccccc2Cl)cc1 was read as RAM network inh -0.4, Redox H2O2 prof -0.5, Diaphorase act 0.9, Diaphorase inh 12, PMI act satM6P 1, Lmaj promast 1, Hsp70 activator 0.8, G6PDH CS -30, PMI activator 0.9, S1P3 antag 5 and TLR4 MyD88 comp -9.
COc1ccc(C(=O)N/N=C(/C)c2ccc(N3CCCCC3)cc2)cc1 was read as RAM network inh 0.5, Redox H2O2 prof 1.1, Diaphorase act 1, Diaphorase inh 2, PMI act satM6P 0.9, Lmaj promast -8, Hsp70 activator -0.1, G6PDH CS -2, PMI activator 1, S1P3 antag -2 and TLR4 MyD88 comp 9.
For Fc1ccc2nc(N3CCOCC3)sc2c1 the results were RAM network inh 0.1, Redox H2O2 prof 0.3, Diaphorase act 0.8, Diaphorase inh 18, PMI act satM6P 1.1, Lmaj promast 1, Hsp70 activator -0.3, G6PDH CS -3, PMI activator 1, S1P3 antag 7 and TLR4 MyD88 comp 10.
Screening c1cnc(N2CCN(c3cnccn3)CC2)nc1 returned RAM network inh 0.3, Redox H2O2 prof -0.7, Diaphorase act 1, Diaphorase inh 4, PMI act satM6P 1.1, Lmaj promast 3, Hsp70 activator -0.2, G6PDH CS 3, PMI activator 1.1, S1P3 antag -15 and TLR4 MyD88 comp -18.
For Cc1ccc(S(=O)(=O)N2CCCCC2)cc1NC(=O)Cn1c(=O)cnc2ccccc21 the results were RAM network inh 1.4, Redox H2O2 prof -0.1, Diaphorase act 1, Diaphorase inh 1, PMI act satM6P 1, Lmaj promast 13, Hsp70 activator -0.3, G6PDH CS 3, PMI activator 1, S1P3 antag 4 and TLR4 MyD88 comp 3.
Screening O=C(Nc1ccc(Cl)cc1)NC1CCCc2ccccc21 (stereo unspecified) returned RAM network inh 7.7, Redox H2O2 prof 9.5, Diaphorase act 0.9, Diaphorase inh 8, PMI act satM6P 0.9, Lmaj promast -3, Hsp70 activator -0.3, G6PDH CS 0, PMI activator 1 and TLR4 MyD88 comp 6.
Screening c1coc(CNc2c3c(nc4ccccc24)CCC3)c1 returned RAM network inh -0.2, Redox H2O2 prof 1.9, Diaphorase act 0.9, Diaphorase inh 9, PMI act satM6P 1, Lmaj promast 88*, Hsp70 activator -0.3, G6PDH CS 3, PMI activator 1, S1P3 antag 14 and TLR4 MyD88 comp 7.
`CCC1(CC)Cc2ccccc2-c2nc(NCCO)[nH]c(=O)c21` gave RAM network inh 1.9, Redox H2O2 prof 0.7, Diaphorase act 0.8, Diaphorase inh 22, PMI act satM6P 1, Lmaj promast -3, Hsp70 activator -0.3, G6PDH CS 3, PMI activator 0.9 and TLR4 MyD88 comp 7.
Screening COC(=O)C1=C(C)NC(=O)CC1c1ccc(F)c(Br)c1 (stereo unspecified) returned RAM network inh 0.6, Redox H2O2 prof 0.8, Diaphorase act 0.9, Diaphorase inh 11, PMI act satM6P 0.9, Lmaj promast -6, Hsp70 activator -0.5, G6PDH CS 1, PMI activator 0.9, S1P3 antag 1 and TLR4 MyD88 comp -9.
Cc1ccc(C)c(Cn2nnc3c(=O)[nH]c(C4CCCN(C(=O)C5CCCCC5)C4)nc32)c1 (stereo unspecified) was read as RAM network inh -0.7, Redox H2O2 prof 0.7, Diaphorase act 0.8, Diaphorase inh 19, PMI act satM6P 0.9, Lmaj promast -5, Hsp70 activator -0.3, G6PDH CS -4, PMI activator 0.9, S1P3 antag 4 and TLR4 MyD88 comp 2.
CC(=O)Nc1ccc(OC(=O)c2cccs2)cc1 was read as RAM network inh 2.7, Redox H2O2 prof -3.7, Diaphorase act 0.9, Diaphorase inh 15, PMI act satM6P 0.9, Lmaj promast -3, Hsp70 activator -0.2, G6PDH CS 12, PMI activator 0.8, S1P3 antag 19 and TLR4 MyD88 comp -8.
For O=C1CCC2(CC1)NC(=O)N(c1ccccc1)N2 the results were RAM network inh -1.1, Redox H2O2 prof -0.7, Diaphorase act 0.8, Diaphorase inh 17, PMI act satM6P 2.6*, Lmaj promast 10, Hsp70 activator 0.5, G6PDH CS 3, PMI activator 1.7, S1P3 antag -13 and TLR4 MyD88 comp -3.
`CCOC(=O)N1CCN(C(=O)C(NC(=O)C2CCC(C)CC2)C(C)C)CC1` (stereo unspecified) gave RAM network inh -0.1, Redox H2O2 prof -1.1, Diaphorase act 1, Diaphorase inh 4, PMI act satM6P 1.1, Lmaj promast 0, Hsp70 activator -0.2, G6PDH CS 7, PMI activator 1 and TLR4 MyD88 comp -7.
CSc1ccccc1NC(=O)CN(c1cc(C)cc(C)c1)S(C)(=O)=O was read as RAM network inh -1.0, Redox H2O2 prof 0.7, Diaphorase act 0.9, Diaphorase inh 7, PMI act satM6P 0.9, Lmaj promast 36, Hsp70 activator -0.3, G6PDH CS -6, PMI activator 0.9, S1P3 antag -3 and TLR4 MyD88 comp 11.
Screening CCOC(=O)C(NC(C)=O)C(=O)O (stereo unspecified) returned RAM network inh 1.2, Redox H2O2 prof 2.7, Diaphorase act 0.9, Diaphorase inh 8, PMI act satM6P 1, Lmaj promast -3, Hsp70 activator -0.1, G6PDH CS 6, PMI activator 0.9 and TLR4 MyD88 comp -3.
Screening O=C(Nc1ccc2nc(-c3ccccc3)[nH]c2c1)c1cccs1 returned RAM network inh 2.1, Redox H2O2 prof 0.1, Diaphorase act 0.9, Diaphorase inh 14, PMI act satM6P 1, Lmaj promast 20, Hsp70 activator -0.2, G6PDH CS 5, PMI activator 1 and TLR4 MyD88 comp 9.
`CCOC(=O)c1sc(C)c2c(=O)n(CCc3ccccc3)nnc12` gave RAM network inh -0.7, Redox H2O2 prof -8.0, Diaphorase act 0.8, Diaphorase inh 19, PMI act satM6P 1, Lmaj promast -4, Hsp70 activator 0.0, G6PDH CS -3, PMI activator 1 and TLR4 MyD88 comp -9.

Filtered by structure: the entries above with fluorine (2)
For Fc1ccc2nc(N3CCOCC3)sc2c1 the results were RAM network inh 0.1, Redox H2O2 prof 0.3, Diaphorase act 0.8, Diaphorase inh 18, PMI act satM6P 1.1, Lmaj promast 1, Hsp70 activator -0.3, G6PDH CS -3, PMI activator 1, S1P3 antag 7 and TLR4 MyD88 comp 10.
Screening COC(=O)C1=C(C)NC(=O)CC1c1ccc(F)c(Br)c1 (stereo unspecified) returned RAM network inh 0.6, Redox H2O2 prof 0.8, Diaphorase act 0.9, Diaphorase inh 11, PMI act satM6P 0.9, Lmaj promast -6, Hsp70 activator -0.5, G6PDH CS 1, PMI activator 0.9, S1P3 antag 1 and TLR4 MyD88 comp -9.

Later entries:
`O=S(=O)(c1ccc(Cl)cc1)N1CCN(Cc2c[nH]c3ccccc23)CC1` gave RAM network inh 0.7, Redox H2O2 prof 0.2, Diaphorase act 0.8, Diaphorase inh 17, PMI act satM6P 1, Lmaj promast 52*, Hsp70 activator 0.1, G6PDH CS 5, PMI activator 0.9 and TLR4 MyD88 comp 7.
`CN(C)c1cccc(C(=O)n2cc(C(=O)c3cc(F)ccc3O)cn2)c1` gave RAM network inh -1.4, Redox H2O2 prof 0.4, Diaphorase act 0.9, Diaphorase inh 5, PMI act satM6P 1, Lmaj promast -6, Hsp70 activator -0.4, G6PDH CS 8, PMI activator 1.1, S1P3 antag -8 and TLR4 MyD88 comp -7.
`CC(C)N1CCC(N2CCN(C3CCCC3)CC2CCO)CC1` (stereo unspecified) gave RAM network inh 2.5, Redox H2O2 prof 0.8, Diaphorase act 1, Diaphorase inh 3, PMI act satM6P 0.9, Lmaj promast -5, Hsp70 activator -0.2, G6PDH CS 14, PMI activator 1, S1P3 antag 1 and TLR4 MyD88 comp -13.
For O=C(OCC(=O)N1CCc2ccccc21)c1ccccc1 the results were RAM network inh 2.6, Redox H2O2 prof 1.0, Diaphorase act 0.8, Diaphorase inh 19, PMI act satM6P 1, Lmaj promast -5, Hsp70 activator -0.2, G6PDH CS 6, PMI activator 0.9, S1P3 antag -11 and TLR4 MyD88 comp -8.
`O=C(COc1cccc(C(F)(F)F)c1)Nc1ccc(S(=O)(=O)N2CCCC2)cc1` gave RAM network inh 4.3, Redox H2O2 prof 2.2, Diaphorase act 0.8, Diaphorase inh 20, PMI act satM6P 0.8, Lmaj promast 4, Hsp70 activator -0.3, G6PDH CS 0, PMI activator 0.7, S1P3 antag 12 and TLR4 MyD88 comp 6.
`O=C1CCN(C(=O)Nc2cccc(Cl)c2)N1` gave RAM network inh 0.3, Redox H2O2 prof 1.4, Diaphorase act 0.9, Diaphorase inh 6, PMI act satM6P 1.5, Lmaj promast -3, Hsp70 activator -0.2, G6PDH CS 11, PMI activator 1.2 and TLR4 MyD88 comp 2.
For O=C(CS(=O)(=O)Cc1ccccc1)N1CCN(C(=O)c2ccco2)CC1 the results were RAM network inh 0.3, Redox H2O2 prof 1.4, Diaphorase act 0.8, Diaphorase inh 22, PMI act satM6P 0.7, Lmaj promast -3, Hsp70 activator -0.3, G6PDH CS 8, PMI activator 0.9, S1P3 antag -5 and TLR4 MyD88 comp -8.
Screening Cc1nnc(SCCc2ccccc2)[nH]c1=O returned RAM network inh 1.1, Redox H2O2 prof 1.9, Diaphorase act 1, Diaphorase inh 1, PMI act satM6P 1, Lmaj promast -8, Hsp70 activator -0.4, G6PDH CS -4, PMI activator 1, S1P3 antag -28 and TLR4 MyD88 comp -2.
